Compound activity from PubChem.
NPY-Y2 antag: blocks the human neuropeptide Y Y2 receptor; P49146; NPY-Y2 expressing cells, antagonist mode; 0.99% of 140,000 active; inhibition, % at 2.7 µM; in the data active = inhibition above about 17%;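 also: 0% = vehicle with agonist challenge and 100% = reference antagonist with challenge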
Target sequence (P49146 whole entry, looked up): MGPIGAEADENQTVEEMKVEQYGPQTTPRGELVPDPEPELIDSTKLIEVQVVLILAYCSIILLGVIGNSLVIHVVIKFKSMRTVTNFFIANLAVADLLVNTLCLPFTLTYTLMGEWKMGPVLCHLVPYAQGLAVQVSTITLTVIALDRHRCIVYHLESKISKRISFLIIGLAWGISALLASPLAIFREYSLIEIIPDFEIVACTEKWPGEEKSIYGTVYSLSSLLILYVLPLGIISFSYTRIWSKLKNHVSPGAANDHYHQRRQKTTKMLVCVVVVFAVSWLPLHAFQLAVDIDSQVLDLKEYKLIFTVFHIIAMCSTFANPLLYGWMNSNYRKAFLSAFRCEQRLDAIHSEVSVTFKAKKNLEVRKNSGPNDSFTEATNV
GALR2 blocker: GALR2 (human) receptor antagonism; GALR2-expressing cells, antagonist mode; O43603; inhibition, % at 4 µM; 0.39% of 140,000 active; in the data active = inhibition above about 27%;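 also: cells stimulated with galanin 1-16 at roughly its EC80; 0% = agonist challenge control and 100% = basal control without agonist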
Target sequence (O43603 whole entry, looked up): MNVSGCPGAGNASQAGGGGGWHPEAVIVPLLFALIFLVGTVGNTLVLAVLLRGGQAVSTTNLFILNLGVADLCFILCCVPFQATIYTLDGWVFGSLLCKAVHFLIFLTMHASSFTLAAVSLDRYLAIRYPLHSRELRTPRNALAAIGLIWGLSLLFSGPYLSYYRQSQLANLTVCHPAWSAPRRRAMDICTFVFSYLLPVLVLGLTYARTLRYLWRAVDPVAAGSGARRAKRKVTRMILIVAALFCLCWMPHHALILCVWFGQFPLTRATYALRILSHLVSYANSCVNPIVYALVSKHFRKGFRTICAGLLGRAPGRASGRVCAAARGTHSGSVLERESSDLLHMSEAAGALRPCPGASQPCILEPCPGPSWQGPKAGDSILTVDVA
Measles CPE: protection of cells from measles virus. Measles virus-infected cells, CPE protection, absorbance. protection (pct of control), % at 4 µM. 1.5% of 140,000 active; in the data active = protection mostly above about 24%, no sharp cut-off; inactive = mostly below about 26%; also: some compounds called inactive have numbers as strong as hits
E-sel TNF inh: blocks E-selectin expression induced by TNF alpha | HUVEC TNFa-induced E-selectin immunofluorescence, high content | inhibition, % at 2 µM | 0.71% of 120,000 active | AID 1246;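 active = inhibition above the batch mean plus 3 SD, and confirmed as a hit on visual image review, cut at about 43% in these data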;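 also: 0% = TNF-stimulated DMSO wells and 100% = unstimulated control wells; not every result past the cut was called active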
Yeast life ext: yeast lifespan extension; S. cerevisiae growth with nicotinamide, OD615; deaD strain in restrictive glucose medium; inhibition of the nicotinamide effect, % at 10 µM; 0.68% of 130,000 active; AID 775;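 active = inhibition above a set limit, placed 3 SD over the median of all compounds, cut at about 26% in these data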;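 also: 0% = nicotinamide-treated wells and 100% = cells grown without nicotinamide; some compounds called inactive have numbers as strong as hits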
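System: DeaD-strain S. cerevisiae / Buffer or medium: CSMM-D, restrictive glucose (dextrose) synthetic minimal medium / Probe or stimulus: nicotinamide, 1.5 mM, co-present with compound / Compound: one concentration, 10 µM, DMSO 0.25% / Incubation: 48 h compound exposure at 30 °C, humidified / Technique: optical density (absorbance) at 615 nm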
Phagocyt inh: macrophage phagocytosis inhibition; J774A.1 macrophage IgG-bead phagocytosis, imaging; inhibition, % at 5 µM; 0.07% of 110,000 active;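 active = inhibition above the mean of the plate negative controls plus 5 SD, cut at about 13% in these data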;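 also: phagocytic index as fraction of beads internalized from green versus red external bead signal; plate controls were DMSO negative control for no effect and cytochalasin-D positive control for full effect; some results beyond the cut were filed as inactive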
PTEN del growth: suppresses growth of cells with PTEN deletion; 1.2% of 140,000 active; viability, % at 10 µM; HCT116 PTEN-null viability, CellTiter-Glo, 60 h; stronger effect = lower value; AID 827;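 active = viability at or below a set limit, 4 SD under the median of all tested compounds, cut at about 3.7% in these data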;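 also: PTEN knockout HCT116 line with beta catenin targeted HCT116 as companion control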
bCat KO growth: beta-catenin-lacking colon tumor cell growth suppression; HCT116 beta-catenin knockout viability, CellTiter-Glo, 60 h; stronger effect = lower value; viability, % at 10 µM; 1.5% of 140,000 active;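 active = viability at or under a set limit, the compound median less 4 SD, cut at about 6% in these data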;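 also: 0% = Hyamine 1622 control at 20 µM and 100% = untreated cell control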
MRP1 act: MRP-1 activation. H69AR cells + doxorubicin, viability rescue, CellTiter-Glo. viability increase, % at 10 µM. 0.61% of 140,000 active;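 active = viability gain under doxorubicin at or above a set limit, the compound median plus 3 SD, cut at about 4.7% in these data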;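 also: MRP-1 overexpressing cells given doxorubicin 25 µM after compound pretreatment; 18-22 h compound pretreatment then 72 h with doxorubicin before readout; 0% = doxorubicin-only wells and 100% = vehicle-treated cells without doxorubicin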
BB579 growth dn: yeast BB579 growth reduction in restrictive medium; 0.51% of 140,000 active; inhibition, % at 10 µM; S. cerevisiae BB579 growth, OD615, 48 h; AID 804;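 active = inhibition above a set limit, 3 SD over the mean compound inhibition, cut at about 44% in these data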; also: inactives centre near -24
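Assay system – yeast BB579 (DeaD) · Dosing – single compound dose of 10 µM, 0.25% DMSO final · Detection – OD615 turbidity measurement · Buffer or medium – CSMM-D restrictive synthetic medium containing dextrose (glucose) · Benchmarks – positive control amphotericin B 10 µg/mL · Incubation – 48 h exposure, 30 °C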
The depositor's hits bear a star; · = no result given.

SMILES	NPY-Y2 antag	GALR2 blocker	Measles CPE	E-sel TNF inh	Yeast life ext	Phagocyt inh	PTEN del growth	bCat KO growth	MRP1 act	BB579 growth dn
CN1CCN(c2ccc(C=O)cc2)CC1	-0.8	2.5	13.3	-2.5	2.7	1.5	99.2	93.9	-2.0	-32.1
CN1C(=O)C(Cc2cccc3ccccc23)C(=O)N(C)C1=O	0.8	3.7	14.6	-1.4	-6.4	0.4	85.7	88.8	-1.4	-23.6
COc1ccc(Cn2c(O)c(/C=N/NC(=O)c3ccccc3)c(=O)[nH]c2=O)cc1	1.5	-0.3	4.2	-12.4	-3.4	-11.1	94.6	89.5	0.3	-15.4
Cc1c(N=Cc2c(O)n(CCc3ccc(F)cc3)c(=O)[nH]c2=O)c(=O)n(-c2ccccc2)n1C	-3.6	-0.8	14.4	1.6	-1.4	-4.5	92.7	101.0	-2.3	-42.8
CCN(CC)S(=O)(=O)c1ccc(C)c(NCC(=O)Nc2ccc(C#N)c(Cl)c2)c1	4.7	-0.9	3.9	·	-1.3	2.1	21.5	26.5	-3.7	-19.8
CC1(C)CC(n2[nH]c(=O)c3c2NC(=O)CSC3c2ccc(F)cc2)CCO1 (stereo unspecified)	3.7	1.2	12.4	-59.8	8.4	-0.5	102.3	98.8	-0.5	-66.9
CCOP(=O)(OCC)C(NC(C)=O)C(Cl)(Cl)Cl (stereo unspecified)	-0.2	-1.8	6.6	-3.0	-14.0	·	82.6	85.6	-2.5	-0.1
Cn1c(=O)cc(OCC(=O)N2CCN(Cc3ccc4c(c3)OCO4)CC2)c2ccccc21	3.1	-6.4	8.3	-8.9	5.3	-3.1	91.1	99.8	-3.6	-11.5
C(#CCN1CCOCC1)COC/C=C/c1ccccc1	0.7	-0.1	5.9	3.7	-9.9	2.5	104.2	97.2	-2.2	-35.8
CCc1nc2ccccc2c(=O)n1-c1ccccc1[N+](=O)[O-]	6.0	3.2	28.6	·	-3.0	-7.4	88.9	83.3	0.1	10.0
Cc1c2cnn(CC(=O)N3CCC4(CC3)OCCO4)c(=O)c2c(C)n1Cc1ccccc1F	4.7	5.2	9.6	4.8	-4.2	-1.9	89.0	83.8	-1.1	-48.4
CN1C(=O)N(C)C(=O)C2(Cc3ccccc3N3CCOCC32)C1=O (stereo unspecified)	2.1	-11.2	·	12.5	-11.1	-1.4	98.4	98.1	-1.1	-57.0
O=C(c1cc(-c2ccccc2)nc2ccccc12)N1CCC2(CC1)OCCO2	4.2	-0.6	15.7	-12.8	-11.6	·	99.8	90.2	-1.5	-36.4
CCOP(=O)(CN(CC)CCNP(=O)(OCC)OCC)OCC	1.4	2.7	0.3	·	-12.0	·	93.1	99.2	-1.2	-12.8
CCCCOC(=O)COc1cc(C)cc2oc(=O)c3c(c12)CCC3	15.9	7.5	4.7	·	-7.1	0.8	94.1	93.7	-1.7	-12.8
O=C(O)C1C2CCC(O2)C1C(=O)NC1CCCCC1 (stereo unspecified)	1.2	-14.2	24.2	·	3.7	-3.2	89.3	96.8	-4.3	9.9
COc1ccc(CC2C(=O)N(C)C(=O)N(C)C2=O)c(OC)c1	1.8	2.8	6.3	-2.8	-13.1	-0.5	99.2	99.0	-2.6	-22.4
CC(C)OC(=O)c1c(N)n(CC2CCCO2)c2nc3ccccc3nc12 (stereo unspecified)	0.3	1.6	12.1	14.6	-9.2	0.1	89.0	92.8	-3.5	-45.7
O=c1c2ccccc2nc(-c2ccoc2)n1-c1ccccc1	0.7	-10.2	4.2	-0.4	-5.0	0.3	90.0	106.0	-3.0	-37.7
O=c1c2ccccc2nc(N2CCCC2)n1-c1ccccc1	0.9	0.6	7.8	4.0	-9.8	-0.8	100.9	85.4	-2.5	-21.4
C=CCn1c(O)c(C=NCCN2CCNCC2)c(=O)[nH]c1=O	3.1	1.2	2.0	2.6	1.6	0.4	100.4	103.8	1.6	12.0
COC(=O)C(O)(c1ccc(N(C)C(=O)COc2ccccc2)cc1)C(F)(F)F (stereo unspecified)	2.2	-5.7	1.9	20.1	1.8	-6.6	102.9	94.6	-1.5	-30.7
CCC(C#N)(CC)P(=S)(c1ccccc1)c1ccccc1	6.5	-1.2	4.6	1.7	6.3	·	61.6	68.4	-2.6	-4.9
CC(C)OCCCNC(=O)c1c(N)n(Cc2cccs2)c2nc3ccccc3nc12	12.1	-11.0	3.3	·	-4.7	-0.2	14.2	32.0	-4.3	-1.5
O=C(c1cc2ccccc2oc1=O)N1CCC2(CC1)OCCO2	-0.8	-10.4	-0.6	11.5	-9.0	0.0	112.9	98.7	-1.0	1.3

More compounds.
SMILES	NPY-Y2 antag	GALR2 blocker	Measles CPE	E-sel TNF inh	Yeast life ext	Phagocyt inh	PTEN del growth	bCat KO growth	MRP1 act	BB579 growth dn
CCC(CC)C1C(C#N)=C(N)Oc2c1c(=O)oc1ccccc21 (stereo unspecified)	-1.4	-1.9	9.1	-14.4	·	·	75.9	79.5	-6.7	-29.9
CCc1c(C)nc(N)nc1N1N=C1SC	0.7	-7.0	9.5	6.1	-6.7	-0.4	96.8	93.3	-0.7	-35.9
C[N+]12CCC(CC1)C(C(O)(c1ccccc1)c1cccs1)C2 (stereo unspecified)	2.7	14.1	7.7	33.8	-16.6	-0.2	100.6	102.8	-0.1	-62.1
CCCCn1c(NS(=O)(=O)c2ccc(C)cc2)c(C(=O)OCC)c2nc3ccccc3nc21	3.5	-8.0	14.3	4.2	93.2*	-8.2	99.7	95.3	-2.2	-74.6
COc1ccc(CCNC(C)CCc2ccc(OC)cc2)cc1 (stereo unspecified)	7.8	-7.5	7.1	15.5	3.6	-0.4	88.0	85.6	-2.2	-75.2
CCOC(=O)C(NC(=O)CC)(Nc1ccc(C(O)(C(=O)OCC)C(F)(F)F)cc1C)C(F)(F)F (stereo unspecified)	0.9	12.3	6.7	-19.0	-1.8	·	87.5	87.0	-2.7	5.0
CC(C)NCC(O)c1ccc(C2CCCC2)cc1 (stereo unspecified)	8.4	3.5	7.2	·	5.0	-2.3	91.0	74.4	-0.5	-15.6
Cc1ccc(-n2c(O)c(C=Nc3ccc(S(=O)(=O)N(C)C)cc3)c(=O)[nH]c2=O)cc1	0.2	3.7	14.1	-12.7	-5.1	1.1	109.8	98.3	-0.1	-56.5
O=P(CN1CCN(c2ccccc2)CC1)(N1CCCCC1)N1CCCCC1	6.6	-18.1	18.3	·	-2.1	-0.7	99.5	97.8	-1.9	-20.6
Cc1cc(OC(=O)CCCNC(=O)OC(C)(C)C)c2c3c(c(=O)oc2c1)CCC3	1.9	4.7	1.8	·	-3.0	·	102.4	85.6	0.3	-28.4
Cc1sc2ncn(CC(=O)NCC(=O)N3CCC4(CC3)OCCO4)c(=O)c2c1C	3.7	10.9	3.7	3.6	1.7	-5.8	87.4	93.4	0.1	31.6
O/N=C1/C(=C\c2ccccc2)N2CCC1CC2	0.9	1.5	3.0	13.7	-5.1	0.0	99.4	92.3	-2.9	-17.4
O=C(O)c1cccc2c1NC(C(=O)O)C1CC(Sc3ccccc3[N+](=O)[O-])C(Cl)C21 (stereo unspecified)	0.3	7.5	15.9	·	-0.5	-8.0	96.7	85.3	-1.0	-17.6
CCOC(=O)[C@@]1(C#N)[C@@H]2C=CC(C(N)=O)=CN2[C@@H](C(N)=O)[C@@H]1c1cccc(Cl)c1	0.0	-13.8	46.9*	0.1	-18.1	0.2	95.4	100.9	-1.7	-41.7
COC(=O)CC1(CC(=O)OC)C(=O)NC(=O)NC1=O	0.3	-1.5	26.6	-9.9	6.7	-0.8	103.2	98.8	0.0	-10.2
CCOP(=O)(OCC)C(CC)N1CCOCC1 (stereo unspecified)	-0.8	-1.5	1.3	11.4	-9.9	-0.3	93.6	89.9	-0.2	-29.3
Cc1n[nH]c(C)c1CCN	1.2	-9.2	4.5	2.6	-6.8	1.9	95.3	96.2	-1.7	-1.1
Clc1cccc(Cl)c1CN1CCN(c2ccccc2)CC1	2.2	6.2	7.8	-104.0	-12.7	-0.4	78.2	73.3	0.1	-41.0
Fc1ccc(NC2=NCCS2)cc1Cl	3.5	-4.4	12.1	26.1	8.5	-0.2	92.4	103.3	-0.7	-42.7
COc1ccc(S(=O)(=O)Cc2ccc(C(=O)N3CCC4(CC3)OCCO4)o2)cc1	1.5	-6.6	58.1	·	-11.6	1.7	88.2	91.8	-0.8	-49.4
C=CCn1c(=O)c(C=Nc2cccc([N+](=O)[O-])c2)c(O)n(CCCC)c1=O	0.0	-14.9	2.3	-41.5	-7.1	·	95.5	99.0	-1.1	-52.7
O=c1[nH]c(=O)n(Cc2ccccc2)c(O)c1C=NCCN1CCOCC1	-0.8	15.3	2.4	-45.5	·	1.6	97.2	88.0	-0.8	16.6
CN1CCN(S(=O)(=O)c2cnc(Cl)c(Br)c2)CC1	3.4	9.0	17.9	-2.5	-1.4	-4.8	61.1	57.1	-4.4	-14.8
CC(C)(C)[C@]1(O)C[C@@H]2OC(=O)C[C@@]23C(=O)O[C@@H]2OC(=O)[C@H](O)[C@]213	0.3	6.4	13.9	-10.7	5.3	·	100.9	95.2	0.4	-24.8
CCOC(=O)C(O)(c1cn(C)c2ccccc12)C(F)(F)F (stereo unspecified)	3.3	-19.1	10.5	·	-5.1	-1.8	91.4	88.0	-1.6	-29.0

Going on with the list:
SMILES	NPY-Y2 antag	GALR2 blocker	Measles CPE	E-sel TNF inh	Yeast life ext	Phagocyt inh	PTEN del growth	bCat KO growth	MRP1 act	BB579 growth dn
CNCCc1c(C)n[nH]c1C	0.5	-7.5	2.5	-5.8	0.7	-1.3	92.3	85.5	-0.2	-44.7
CC(C)CCn1c(N)c(C(=O)OCC2CCCO2)c2nc3ccccc3nc21 (stereo unspecified)	14.2	9.9	34.5	14.6	-23.1	0.0	29.6	33.8	-4.5	-43.2
CSCCC(N=Cc1c(O)n(-c2ccc(F)cc2)c(=O)[nH]c1=O)C(=O)OC(C)(C)C (stereo unspecified)	0.2	-6.0	8.5	0.5	-21.5	1.4	84.8	90.3	-1.5	-19.6
Cc1ccc(S(=O)(=O)N2CCCCC2)cc1NC(=O)CN1CC=C(c2ccccc2)CC1	1.5	2.9	5.9	·	5.2	-5.6	73.9	67.9	0.2	4.5
Cc1ccc(S(=O)(=O)CC(C)(O)C(=O)Nc2cccc(C(F)(F)F)c2)cc1 (stereo unspecified)	1.8	-2.2	13.7	4.1	-7.6	·	103.5	100.3	-0.2	-38.1
Cn1c(O)c(C=NCCN2CCN(C(=O)c3ccccc3)CC2)c(=O)n(C)c1=O	-3.0	-10.0	5.7	-2.7	-23.5	-0.5	87.4	82.2	-1.7	-46.5
Cc1ccc(OP(=O)(NCc2ccccc2)Oc2ccc(C)cc2)cc1	12.3	-6.2	5.8	·	10.9	-3.4	82.3	78.5	-4.7	-50.6
O=C(Cc1ccccc1)OC(COCc1ccccc1)CN1CCOCC1 (stereo unspecified)	1.6	18.4	12.6	-45.2	-10.8	·	93.2	100.0	-0.6	-31.2

Not all compounds are listed; the hit share may differ from the screen's.
